From PubChem BioAssay
Jurkat tox 60K = cytotoxicity toward Jurkat cells; inhibition, % at 4 µM; AID 463; hit rate 1.2% among 56,000; Jurkat E6.1 viability, ATP luminescence, 48 h;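 active = inhibition above the mean inhibition of all tested compounds plus 3 SD, cut at about 28% in these data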
TNAP act DEA = activates human TNAP at intermediate phosphate acceptor concentration. activation factor at 20 µM. P05186. 64,000 tested, under 10 active. AID 813. purified TNAP, CDP-star luminescence, 100 mM DEA, 30 min; stronger effect = higher value; scale: 0 levamisole-inhibited, 1 vehicle-only enzyme;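 active = activation factor of at least 2 at 20 µM, relative to controls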
HEK293 NFkB inh = inhibitors of the PMA/ionomycin-induced NF-kB reporter in HEK293 cells; HEK-293 NF-kB luciferase reporter, luminescence; inhibition, % at 3 µM; hit rate 0.21% among 62,000; AID 465;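 active = inhibition above the mean of all tested compounds plus 3 SD, cut at about 40% in these data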;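 note: 0% = stimulated DMSO wells and 100% = 10 µM reference inhibitor 5653914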
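System – HEK-293 cells with stable firefly luciferase reporter driven by four HIV NF-kB elements · Doses – one dose, 3 µM · Schedule – 1 h compound pre-incubation, 16 h PMA/ionomycin at 37 °C · Technique – luminescence from luciferase substrate reagent · Measure – percent inhibition normalized per plate to DMSO and reference-inhibitor controls · Replicates – tested once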
Ec RNAP inh = blocks E. coli RNA polymerase transcription | AID 559 | P0A8V2 | inhibition, %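 (tested at 10 µM)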 | fluorescence transcription assay | hit rate 0.2% among 62,000; in the data active = inhibition above about 20%;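 note: 0% = enzyme without compound and 100% = no enzyme blank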
S1P1 ag pot = S1P1 (human) agonism or agonism potentiation; S1P1 CRE-bla cells, forskolin, beta-lactamase FRET, potentiator mode; S1P1 agonist co-added at EC20, 2 nM; 100% = saturating reference agonist, 0% = basal; P21453; AID 449; activation, % at 9.5 µM; hit rate 0.57% among 56,000;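 active = activation above a cutoff set at the mean activation of all tested compounds plus 3 SD, cut at about 54% in these data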;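 note: forskolin at 4 µM as EC80 and the EC20 agonist is SEW2871; 100% = SEW2871 at its EC100 plus forskolin at EC80; some compounds past the cut are filed as inactive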
M1 antag = M1 muscarinic receptor (rat) antagonism. P08482. CHO-M1 cells, Fluo-4 calcium, ACh EC80 antagonist mode; stronger effect = lower value. B-score at 10 µM. hit rate 3.4% among 64,000;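 active = calcium fluorescence response, raw or row-and-column corrected B-score, differing from the plate sample mean either way at a set confidence level, mostly lower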
Target sequence (P08482 whole entry, looked up): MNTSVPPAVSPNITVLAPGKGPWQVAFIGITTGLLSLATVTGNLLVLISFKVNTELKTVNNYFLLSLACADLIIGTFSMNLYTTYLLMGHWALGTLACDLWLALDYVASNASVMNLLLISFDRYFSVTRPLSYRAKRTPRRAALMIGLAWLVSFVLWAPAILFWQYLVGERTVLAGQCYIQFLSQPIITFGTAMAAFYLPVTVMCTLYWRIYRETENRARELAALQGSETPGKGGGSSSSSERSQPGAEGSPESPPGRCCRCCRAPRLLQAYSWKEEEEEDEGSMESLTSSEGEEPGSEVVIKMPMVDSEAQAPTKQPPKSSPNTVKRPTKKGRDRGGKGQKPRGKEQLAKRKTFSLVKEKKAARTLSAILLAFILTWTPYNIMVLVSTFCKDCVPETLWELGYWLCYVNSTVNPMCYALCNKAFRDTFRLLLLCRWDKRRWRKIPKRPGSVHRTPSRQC
M1 agonist = activates the M1 muscarinic receptor; B-score at 10 µM; hit rate 3% among 64,000; CHO-M1 cells, Fluo-4 calcium fluorescence, agonist mode; stronger effect = higher value; AID 626;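 active = fluorescence rise, raw or as B-score row- and column-corrected plate score, outside the 99.7% band of its plate's samples, either direction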
S1P3 ag = agonists of human S1P3 receptor; activation, % at 4.5 µM; hit rate 0.1% among 60,000; S1P3 NFAT-BLA reporter cells, agonism, FRET ratio; relative to 1 µM S1P, basal subtracted; Q99500;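 active = activation above the screen-wide mean plus 3 SD, cut at about 4.5% in these data, passing the limit was not always enough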; note: some compounds called inactive have numbers as strong as hits
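material = human S1P3 NFAT-BLA reporter CHO cells | schedule = 4 h compound at 37 °C, 2 h substrate at RT | measured by = fluorescent BLA substrate, ex 405 nm, em 460/535 nm ratio | controls = 1 µM S1P reference | replication = primary once, confirmation triplicate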
D1 allo mod = allosterically modulates the human D1 dopamine receptor; P21728; HEK293 D1, CRE-luciferase, dopamine EC30 potentiation; actives deviate in either direction; B-score at 10 µM; hit rate 5.9% among 58,000;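 active = luminescence count or its row- and column-corrected plate score outside the 99.7% band of the plate's sample wells, on either side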
Target sequence (P21728 whole entry, looked up): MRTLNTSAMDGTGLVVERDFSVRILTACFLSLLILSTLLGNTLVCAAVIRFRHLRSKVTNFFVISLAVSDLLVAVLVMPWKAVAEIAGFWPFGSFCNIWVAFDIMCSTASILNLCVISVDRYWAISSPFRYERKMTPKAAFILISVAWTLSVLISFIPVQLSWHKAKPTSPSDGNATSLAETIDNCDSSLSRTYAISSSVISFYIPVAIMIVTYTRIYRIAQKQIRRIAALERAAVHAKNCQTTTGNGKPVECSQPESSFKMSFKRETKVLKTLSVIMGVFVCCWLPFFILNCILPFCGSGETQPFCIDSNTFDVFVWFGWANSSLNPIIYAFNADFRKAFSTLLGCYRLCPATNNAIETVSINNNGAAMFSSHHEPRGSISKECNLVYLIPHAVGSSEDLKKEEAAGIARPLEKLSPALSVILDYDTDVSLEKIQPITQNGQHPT
The depositor's hits bear a star; x = not tested or not shown.

SMILES	Jurkat tox 60K	TNAP act DEA	HEK293 NFkB inh	Ec RNAP inh	S1P1 ag pot	M1 antag	M1 agonist	S1P3 ag	D1 allo mod
COc1ccc(C/C(N)=N/n2cnnc2)cc1Cl	-4	0.9	17	4	x	0.75	-1.1	-1.3	0.6
Cc1ccc(C)c(N2CCN(C(=O)CCCn3c(=S)[nH]c4cc5c(cc4c3=O)OCO5)CC2)c1	x	0.9	7	-4	x	0.1	0.74	x	1.3
CCOc1ccc(Cn2nnc(C(=O)NCCc3ccccc3)c2N)cc1	5	0.9	2	6	-11	-0.24	-2.6	0.3	-1.1
O=C1C2=C(SCCS2)C(=O)N1c1ccccc1	1	0.9	-4	2	-5	-0.22	-1.2	-0.4	-0.34
CCn1c(CSc2nnc(-c3ccoc3C)n2C)nc2cc(S(=O)(=O)N(C)C)ccc21	8	1	6	-4	13	0.026	0.41	0.4	0.53
COc1ccccc1C1/C(=C(/O)c2cnn(-c3ccccc3)c2C)C(=O)C(=O)N1CCN(C)C (configuration not stated)	x	0.9	x	3	-6	-0.015	0.034	-2.7	0.4
COc1ccc(C)cc1NC(=O)c1cc2ccccc2o1	5	1	2	6	19	-0.13	0.52	-1.2	0.00084
COCCn1c(C)cc(C(=O)COC(=O)c2c(C)nn(Cc3ccccc3)c2C)c1C	x	0.9	1	3	x	-0.21	-0.29	x	x
CCOC(=O)C(C)(C)Sc1nc2c(cnn2-c2ccc(Cl)cc2)c(=O)[nH]1	4	0.9	12	10	-16	0.16	-1.1	3.1	-0.95
CCCCOC(=O)C1CCCC(C(=O)OCCCC)N1 (configuration not stated)	-4	0.9	3	4	-12	-0.4	-0.25	0.2	-0.31
COCc1cc(C)[nH]c(=O)c1C#N	-2	1	16	12	14	0.024	-0.52	-0.9	1.1
O=C(CSc1ncn[nH]1)c1ccccc1	6	0.9	22	2	10	-0.13	-0.65	-0.1	-0.089

Profiles, quoted from the list. Screens in order: Jurkat tox 60K | TNAP act DEA | HEK293 NFkB inh | Ec RNAP inh | S1P1 ag pot | M1 antag | M1 agonist | S1P3 ag | D1 allo mod
Shown for CCOC(=O)C(C)(C)Sc1nc2c(cnn2-c2ccc(Cl)cc2)c(=O)[nH]1 → 4 | 0.9 | 12 | 10 | -16 | 0.16 | -1.1 | 3.1 | -0.95
Shown for COc1ccccc1C1/C(=C(/O)c2cnn(-c3ccccc3)c2C)C(=O)C(=O)N1CCN(C)C (configuration not stated) → x | 0.9 | x | 3 | -6 | -0.015 | 0.034 | -2.7 | 0.4
Shown for COc1ccc(C/C(N)=N/n2cnnc2)cc1Cl → -4 | 0.9 | 17 | 4 | x | 0.75 | -1.1 | -1.3 | 0.6
Shown for O=C1C2=C(SCCS2)C(=O)N1c1ccccc1 → 1 | 0.9 | -4 | 2 | -5 | -0.22 | -1.2 | -0.4 | -0.34

(listing goes on)
SMILES	Jurkat tox 60K	TNAP act DEA	HEK293 NFkB inh	Ec RNAP inh	S1P1 ag pot	M1 antag	M1 agonist	S1P3 ag	D1 allo mod
CC(=O)Nc1ccc(SCC(=O)c2cc(C)n(Cc3cccs3)c2C)cc1	5	0.9	13	-6	13	0.057	0.29	0.1	0.06
c1ccc2c(c1)nc(N1CCN(C3CCCCC3)CC1)c1nnnn12	2	0.9	-3	5	-10	-0.93	-0.49	-0.4	0.34
CN(C(=O)c1ccc(NC(=O)C2CC=CCC2C(=O)O)cc1)c1ccccc1 (configuration not stated)	4	0.9	15	5	-25	0.042	-0.029	-0.6	0.36
Cc1ccc2[nH]c(=O)c(CN(Cc3ccc4c(c3)OCO4)Cc3nnnn3C3CCCC3)cc2c1	10	0.9	12	3	-26	0.72	2.1	0.1	-0.053
COc1cc(C2C(C#N)=C(N)Oc3cc(C)oc(=O)c32)cc2c1OCO2 (configuration not stated)	-3	1	8	8	1	1.5	-1.3	-0.4	0.23
CC1(C)CC(=O)C(CCC(=O)c2ccccc2)C(C)(C)N1 (configuration not stated)	4	1.1	16	5	-11	-0.023	-0.64	-0.5	4.7*
CC1CCc2nn(CC(=O)NC3CCCC3)cc2C1 (configuration not stated)	-5	0.9	4	-2	-7	-0.28	0.17	0.3	-1.1
COC(=O)C1CN(S(=O)(=O)c2ccc(C)cc2)CCN1S(=O)(=O)c1ccc(C)cc1 (configuration not stated)	-1	1	13	-4	15	1.2	0.018	-1.2	-0.61
COC(=O)CSc1nc(NC(C)C)nc(N2CCOCC2)n1	-6	0.9	4	5	-3	1.5	-0.21	0.6	x
CC(C)(C)C(=O)OCC1OC(n2cnc(C(N)=O)n2)C(O)C1O (configuration not stated)	-4	0.8	-2	4	x	-11*	-0.64	-0.9	x
CN1CC(=O)Nc2ccc(F)cc2C1=O	x	1	x	-7	-5	0.53	0.53	-2.1	x
COc1ccc(CC(=O)Nc2ccc(-c3noc(-c4cc(OC)c(OC)c(OC)c4)n3)cc2)cc1	x	1	14	6	x	0.97	0.053	x	-0.42
N#CCc1ccc(NC(=O)Nc2cccc(Cl)c2)cc1	1	0.8	-11	6	35	-1.4	-0.76	-1.4	x
CN1CCN(C(=O)N2c3ccccc3C=Cc3ccccc32)CC1	1	1	12	x	-7	-18*	1.8	-1.7	-2.1
Clc1cccc2sc(N3CCOCC3)nc12	7	0.9	-8	4	-26	0.46	-0.17	-0.5	0.62
Cn1c(=O)n(CCC(=O)O)c2ccccc21	x	0.9	x	13	-9	-0.059	0.62	-0.4	-0.58
CCC(Sc1nc2ccccc2[nH]1)C(=O)Nc1cc(C)on1 (configuration not stated)	x	1.1	7	1	x	0.18	-0.56	x	0.39
O=C(COC(=O)c1ccc(Br)o1)Nc1nc2ccccc2s1	-2	0.9	4	1	-28	x	x	-0.2	0.69
CCC(=O)N1CCN(CCN=CC2=C(O)CC(C)(C)CC2=O)CC1	8	1	6	4	-20	0.18	-0.086	-1.0	0.28
CCCn1c(SCC(=O)N2CCCC2)nc2c1c(=O)n(C)c(=O)n2C	13	1	6	0	2	-0.64	-0.81	0.3	x
Cc1cc2cc(C)c3nnc(SCC(=O)NCc4ccco4)n3c2cc1C	-17	0.9	4	9	-18	0.33	0.77	-0.6	-0.2
O=C(NCC1CCCO1)c1nc2c(nnn2Cc2ccc(F)cc2)c(=O)[nH]1 (configuration not stated)	-2	1	4	8	1	0.057	-0.27	0.1	x
O=C(O)c1[nH]c2ccccc2c1CC(=O)N1CCOCC1	x	0.9	11	-5	x	0.66	-0.21	x	-0.13
COc1ccc(-c2nn3c(COc4ccccc4)nnc3s2)cc1OC	x	0.9	x	0	-18	0.0093	0.53	0.1	x
Cc1cccnc1NC(=O)c1c(O)c2cccc3c2n(c1=O)CCC3	-8	0.9	17	8	-13	0.011	-0.15	-1.7	-0.22
CCC1(C)Cc2nc3sc(C(=O)O)c(N)c3cc2CO1 (configuration not stated)	x	1	18	4	x	0.39	-0.12	x	0.017
O=C1c2ccccc2N2C(=O)c3ccccc3C2N1Cc1ccco1 (configuration not stated)	x	0.9	13	6	x	-0.78	5.3*	x	1.6
Cc1ccc(Cc2nc(-c3cccc(C)c3)no2)cc1	8	0.9	-4	-1	x	0.15	-0.18	-0.3	-0.51
CCOC(=O)c1c(NC(=O)CN(CC)CC)sc2c1CCC2	-2	0.9	12	2	-59	-0.52	-0.071	-0.7	0.92
COc1ccc(-c2cc(C(F)(F)F)nc(SCC(=O)N3CCOCC3)n2)cc1OC	5	0.8	16	4	-41	-0.75	1.9	0.6	23*
CCN(CC)S(=O)(=O)c1cccc(-c2nnc(SCc3ncc(-c4ccccc4)o3)n2C)c1	4	0.9	15	x	11	-0.58	1.4	-1.4	0.0039
CN(Cc1ccccc1)c1nc2c(c(=O)[nH]c(=O)n2C)n1CCCc1ccccc1	8	1	5	4	-51	-1.3	1.1	0.3	5.1*
CCOC(=O)N1CCC(NC(=O)c2cc(S(=O)(=O)N3CCCC3)cn2C)CC1	6	1	5	3	27	0.61	-0.65	-1.7	0.32
Cc1ccccc1NC(=O)CC1SCCNC1=O (configuration not stated)	0	0.9	14	5	-18	0.74	-1.8	-1.1	-0.044
O=C(C1CCN(S(=O)(=O)c2cccs2)CC1)N1CCCCCC1	x	0.9	13	7	x	0.61	0	x	-0.022
COCC(=O)N(Cc1cc2ccc(C)cc2[nH]c1=O)c1ccc(OC)cc1	-6	0.9	0	6	11	0.012	0.14	-0.6	-0.69
C=CCc1cc(OC)ccc1OCCON1C(=O)CCC1=O	-3	0.9	3	2	4	0.18	-1.2	-1.5	x
COc1ccc(CCN(Cc2nc3ccccc3c(=O)[nH]2)C(=O)c2ccco2)cc1	1	1.1	4	0	0	-0.22	0.27	-0.9	-0.28
CCn1c(=O)c(C2=NS(=O)(=O)c3ccccc3N2)c(O)c2ccccc21	-2	1	2	4	0	0.39	1.1	-1.1	0.39
Cc1c(C(=O)Nc2ccccc2Cl)oc2ccc(S(=O)(=O)N3CCC4(CC3)OCCO4)cc12	6	0.9	12	6	-12	2.7*	1.7	-0.7	0.69
O=C(O)c1ccc(CNc2ccccc2C(=O)O)cc1	-10	0.9	17	x	-44	-0.075	0.23	-0.4	x
COc1ccc(S(=O)(=O)Nc2cc(C)on2)cc1OC	-6	0.9	6	8	11	0.28	-0.011	0.4	-2.8*
O=C1CCCC/C1=C/Nc1ccc2c(c1)OCO2	4	0.9	-4	1	-13	0.057	-0.066	-0.9	-0.3
CCCOc1nc2c(c(=O)n(C)c(=O)n2C)n1CC	x	1	8	-11	x	-0.52	0.54	x	x
CN(C)c1oc(-c2cccs2)nc1C#N	x	0.9	x	-92	-8	-0.041	-0.72	-1.9	1.6
CCOC(=O)C1=C(O)C(Nc2nccs2)(C(F)(F)F)N=C1C (configuration not stated)	-8	1	10	-1	0	-0.41	2	-0.6	0.29
CCOC(=O)N1CCC(=C(C#N)C(=O)Nc2cc(OC)ccc2OC)CC1	-3	0.9	12	4	-6	-1.4	1.2	0.1	0
c1ccc2c(c1)[nH]c1nc(SCCN3CCOCC3)nnc12	-1	1	17	6	x	0.14	1.1	-0.6	-0.21
CC1CCN(C(=O)CN(c2ccc3c(c2)OCO3)S(C)(=O)=O)CC1	9	0.9	5	2	-11	0.27	0.063	-1.0	-0.0051
CC(NC(=O)CN1C(=O)COc2ccccc21)c1ccccc1 (configuration not stated)	6	1	22	1	2	0.22	-0.12	-1.1	-0.84
CCCCN(C)C(=O)c1sc2ncn(CC)c(=O)c2c1C	7	0.9	12	-1	-24	-0.81	-1.9	-1.2	1
COC(=O)c1cccc(S(=O)(=O)N2CCC(NC(=O)Nc3cccc(F)c3)CC2)c1	-2	0.9	11	7	14	0.032	0.35	0.3	0.83
Cc1nnc(SC(C)C(=O)NCC2CCCO2)n1-c1ccccc1 (configuration not stated)	4	0.8	8	-8	-4	0.16	-0.73	-0.7	0.48
O=C1CSC(c2cn(-c3ccccc3)nc2-c2cc3ccccc3oc2=O)N1Cc1ccco1 (configuration not stated)	5	1	16	0	-43	-0.43	-1.2	-0.3	-0.12
COC(=O)c1[nH]c2ccccc2c1NC(=O)CN1CCCCCC1	-8	0.9	0	7	-1	-0.55	-0.61	0.0	-0.84
COC(=O)C1=C(C)n2cnnc2NC1c1ccc(Cl)cc1 (configuration not stated)	-12	0.9	7	5	-21	-0.17	0.28	0.2	-1.9
COc1ccc(CNC(=O)c2cc(-c3ccccc3O)n[nH]2)cc1	-2	0.9	4	6	6	x	x	-0.8	0.96

Rows are unselected; 12% or so of the library scored in one or more.
